Screens as filed in PubChem.
PGK inhibitor: qHTS Assay to Find Inhibitors of Phosphoglycerate Kinase | Phosphoglycerate kinase, glycosomal (Trypanosoma brucei brucei), P07378 | AID 602233, 2012 | PGK/GAPDH coupled, Kinase-Glo luminescence, 60 min | 380,000 tested, 0.043% active | Potency, µM (series often up to 57.5 µM), without a hit: at the highest dose activity change, negative = inhibition, usual class: inhibitors; also: potency is read from the fitted curve at half-maximal effect; % is scaled to controls: 0 for no effect and ±100 for the full control effect; nearly all actives have a fitted effect of over 60% in size
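Recombinant glycosomal PGK reaction used 1,3-bisphosphoglycerate generated in-well by GAPDH (100nM final) in 100mM TEA pH 7.6, 5mM MgCl2, 0.01% Tween-20. After 60 minutes at room temperature, ATP was read by Kinase-Glo Plus luminescence end-point.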
JMJD2A Tudor: qHTS Assay for Inhibitors of JMJD2A-Tudor Domain; AlphaScreen JMJD2A-Tudor / H3K4me3 peptide binding; Lysine-specific demethylase 4A (Homo sapiens), O75164; Potency, µM (top dose mostly 114 µM), for inactives: top-dose activity change, negative = inhibition, hits mostly inhibitors; 390,000 tested, 4.4% active; also: potency is read from the fitted curve at half-maximal effect; % is scaled to controls: 0 for no effect and ±100 for the full control effect; nearly all actives have a fitted effect of over 50% in size
BAZ2B inh: qHTS Assay for Inhibitors of BAZ2B. Bromodomain adjacent to zinc finger domain protein 2B (Homo sapiens), Q9UIF8. AlphaScreen BAZ2B-H3K14Ac peptide displacement. Potency, µM (doses to about 114 µM), for inactives: at the top dose activity change, negative = inhibition, hits mostly inhibitors. 360,000 tested, 4.4% active. AID 504333, 2011; also: potency is read from the fitted curve at half-maximal effect; % is scaled to controls: 0 for no effect and ±100 for the full control effect; nearly all actives have a fitted effect of over 60% in size
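Multi-concentration screen (max 110 uM) measuring displacement of acetylated histone H3 peptide from BAZ2B by AlphaScreen, using 50 nM protein, 50 nM peptide and 10 ug/mL streptavidin donor plus Ni-chelate acceptor beads.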
Pol eta inh: qHTS for Inhibitors of Polymerase Eta | 390,000 tested, 1.2% active | Potency, µM (series often up to 114 µM), inactives show at the highest dose activity change, negative = inhibition, hits mostly inhibitors | AID 588591, 2011 | recombinant Pol eta, fluorescent DNA replication assay | DNA polymerase eta (Homo sapiens), Q9Y253; also: potency is read from the fitted curve at half-maximal effect; % is scaled to controls: 0 for no effect and ±100 for the full control effect
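Fluorescent replication assay: 50 nM final substrate added after a 15 min room-temperature compound preincubation with 10 nM enzyme. Signal taken at 0 min and again at 10 min.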
PI4K2A inh: qHTS for small molecular inhibitors of PI4K2A; Phosphatidylinositol 4-kinase type 2-alpha (Homo sapiens), Q9BTU6; purified PI4K2A, ADP-Glo luminescence, 1 h; stronger effect = lower value; activity change, negative = inhibition, % at 76.9 µM; 420,000 tested, 0.13% active; AID 1346378, 2018; in the data active = activity change below about -50%; inconclusive = mostly about -30% to -49%;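 also: -100% = wells without enzyme as full effect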
Target sequence (Q9BTU6 whole entry, looked up): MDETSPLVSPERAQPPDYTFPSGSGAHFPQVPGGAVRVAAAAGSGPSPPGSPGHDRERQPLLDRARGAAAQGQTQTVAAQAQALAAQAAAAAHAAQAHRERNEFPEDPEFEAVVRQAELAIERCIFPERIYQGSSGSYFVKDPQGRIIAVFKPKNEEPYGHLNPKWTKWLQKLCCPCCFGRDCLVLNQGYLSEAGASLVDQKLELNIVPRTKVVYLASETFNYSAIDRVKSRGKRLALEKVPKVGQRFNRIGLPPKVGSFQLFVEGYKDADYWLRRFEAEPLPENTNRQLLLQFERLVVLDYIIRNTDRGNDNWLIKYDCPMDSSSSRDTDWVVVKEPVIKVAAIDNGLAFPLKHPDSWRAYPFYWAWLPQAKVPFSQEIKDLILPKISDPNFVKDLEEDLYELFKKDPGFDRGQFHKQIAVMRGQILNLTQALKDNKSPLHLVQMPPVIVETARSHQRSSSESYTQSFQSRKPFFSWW
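ADP-Glo luminescence measured ADP generated by PI4K2A enzyme (4 ug/mL before mixing) with 1.2 mM PI substrate (pre-mix) and 300 microM ATP (pre-mix). Tris pH7.5 buffer with MgCl2, Triton X-100; 1 h reaction at ambient temperature.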
GLS inh: qHTS for Inhibitors of Glutaminase (GLS) | Glutaminase kidney isoform, mitochondrial (Homo sapiens), O94925 | GLS enzymatic activity, qHTS titration | Potency, µM (series often up to 45.5 µM), without a hit: top-dose activity change, negative = inhibition, actives largely listed as inhibitors | 410,000 tested, 0.21% active | AID 624170, 2012; also: potency is read from the fitted curve at half-maximal effect; % is scaled to controls: 0 for no effect and ±100 for the full control effect
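Two-point fluorescence kinetic (t0, 30 min RT) for hKGA; glutamate detected via glutamate oxidase–HRP–Amplex Red. Substrate: 1 mM L-glutamine solution; buffer 45 mM KH2PO4, pH 8.2.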
Pin1 inh: qHTS Assay to Find Inhibitors of Pin1. Peptidyl-prolyl cis-trans isomerase NIMA-interacting 1 (Homo sapiens), Q13526. Pin1 FP peptide displacement, HiFluor488, 10 min. Potency, µM (doses to about 115 µM), for inactives: top-dose activity, negative = inhibition, hits mostly inhibitors. 390,000 tested, 0.009% active. AID 504891, 2011; active = well fitted inhibition curve with a large enough effect in the polarisation, with a control signal flat, not every such curve was filed as active; inconclusive = small, poorly fitted or top-dose-only effect, or effect the other way, or a change in a side signal; inactive = no such curve, though single readings can be large or run the other way; the % refers to the polarisation; also: potency is read from the fitted curve at half-maximal effect; % is scaled to controls: 0 for no effect and ±100 for the full control effect
Target sequence (Q13526 whole entry, looked up): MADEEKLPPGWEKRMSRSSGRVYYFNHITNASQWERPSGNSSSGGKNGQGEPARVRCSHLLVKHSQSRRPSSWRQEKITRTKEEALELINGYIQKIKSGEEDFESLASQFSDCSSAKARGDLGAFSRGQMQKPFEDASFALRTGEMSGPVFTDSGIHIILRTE
HP1b binding inh: HTS for Inhibitors of HP1-beta Chromodomain Interactions with Methylated Histone Tails | 390,000 tested, 0.56% active | AlphaScreen HP1-beta / biotin-H3K9me3 peptide binding | Potency, µM (titrated, usually from 114 µM), without a hit: at the highest dose activity change, negative = inhibition, most hits filed as inhibitors | AID 540317, 2011; also: potency is read from the fitted curve at half-maximal effect; nearly all actives have a fitted effect of over 70% in size; inactives centre near 23
Target sequence (P83916 whole entry, looked up): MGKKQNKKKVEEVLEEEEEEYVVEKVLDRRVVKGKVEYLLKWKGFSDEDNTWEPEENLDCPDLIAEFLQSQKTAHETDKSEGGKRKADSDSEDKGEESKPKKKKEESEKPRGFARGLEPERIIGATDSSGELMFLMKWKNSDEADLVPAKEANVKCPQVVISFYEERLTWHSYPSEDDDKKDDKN
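Compound inhibition of the preformed complex between 50 nM HP1-beta and 50 nM biotinylated H3K9me3 peptide was read by AlphaScreen. Buffer was PBS pH 7.4 with 0.01% Tween-20. Incubations ran 30 min at room temperature, with 10 ug/mL donor/acceptor beads.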
G9a inh: qHTS Assay for Inhibitors of Histone Lysine Methyltransferase G9a; Histone-lysine N-methyltransferase EHMT2 (Homo sapiens), Q96KQ7; Potency, µM (top dose mostly 102 µM), for the others: top-dose activity, negative = inhibition, most hits filed as inhibitors; AID 504332, 2011; G9a H3K9 monomethylation, AlphaScreen, 2 h; 350,000 tested, 8.8% active; also: potency is read from the fitted curve at half-maximal effect; % is scaled to controls: 0 for no effect and ±100 for the full control effect; nearly all actives have a fitted effect of over 75% in size
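G9a (20 nM) was preincubated 15 min with compound, then reacted 2 h at room temperature with 500 nM biotin-H3K9 peptide and 20 µM SAM. Monomethyl-H3K9 detected by AlphaScreen using anti-H3K9me1 antibody.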
* hit, by the source's call; i = inactive; ? = inconclusive; . = no result given; [ ] = another dose, or the depositor's remark. Unless noted, calls follow the shape of the dose curve; as a rule, active = well fitted curve in the direction sought with a large enough effect; inconclusive = small, poorly fitted or top-dose-only effect, or another doubt; inactive = no such curve, though single readings can be large; an effect the other way counts as inactive or inconclusive. Some of the compounds tested; the hit share may differ from the screen's.

Every second line gives: PGK inhibitor | JMJD2A Tudor | BAZ2B inh | Pol eta inh | PI4K2A inh | GLS inh | Pin1 inh | HP1b binding inh | G9a inh
- Cc1ccc(O)c(Nc2c3ccccc3nc3ccccc23)c1
  4.7% | ? | 35.5µM* | -1.7% | 2.8 | 8.91µM* | 2.7% | ? | ?
- O=C(NCCCN1CCOCC1)c1ccc(CSCc2cccc(Cl)c2)o1
  -3.9% | -10.5% | ? | -5.8% | 1.0 | 23.3% | 0.5% | 17.9% | 17.1%[59 µM]
- O=C(OCc1nnc(-c2ccccc2)o1)c1ccc([N+](=O)[O-])s1
  -15.5% | ? | ? | 56.2µM* | -2.4 | 1.5% | . | ? | 7.2%[2.33 µM]
- CC1CCCCN1CCCNc1ccc(C(CC(N)=O)NC(=O)Cc2ccc(Cl)cc2)cc1[N+](=O)[O-] (centres undefined)
  2.9% | -12.6% | -31.5% | -13.0% | 4.3 | 1.6% | -7.2% | 25.7% | ?
- COc1cc(CNCCN(C)C)ccc1OCc1c(F)cccc1Cl
  -1.2% | -23.4% | -33.1% | -0.6% | 0.1 | -3.6% | 3.2% | 33.2% | -50.1%
- CC(C)/C=C1\CCCCC1N(C)C(=O)NC(C)C (centres undefined)
  -2.2% | 10.8% | 5.0% | -9.3% | 1.4 | 0.8% | -0.6% | 27.2% | 16.3%[2.33 µM]
- COc1ccc(NC(=O)CSc2nc3[nH]ncc3c(=O)n2-c2ccccc2OC)cc1OC
  1.0% | -22.3% | -31.3% | -12.2% | 1.2 | -6.3% | 2.7% | 20.8% | ?
- NC(=O)c1ccc(Oc2ccc3c(c2)CCC3)c([N+](=O)[O-])c1
  -5.7% | -35.4% | ? | -8.1% | -0.2 | 9.0% | ? | 1.6%[57 µM] | 8.4%
- Cc1ccc(S(=O)(=O)NC(=O)Nc2cccc([N+](=O)[O-])c2)cc1
  -18.8% | -8.5% | -1.2% | -17.3% | 3.4 | 4.0% | -9.5% | 16.2% | 15.6%
- Cn1c2ccccc2c2nnc(SCC(=O)Nc3ccccc3F)nc21
  i | -8.1% | 6.9% | -13.4% | 0.0 | 1.1% | 2.6% | 37.0% | -3.3%[0.501 µM]
- O=C(O)c1cc2ccccc2[nH]1
  1.8% | -3.4% | . | -19.4% | 5.5 | -8.0% | -3.7% | 23.4% | -39.8%[2.33 µM]
- CCOC(=O)c1c(NC(=O)CN2C(=O)NC3(CCCCC3C)C2=O)sc(C)c1C (centres undefined)
  i | ? | -30.0% | -24.3% | 0.4 | -6.8% | 12.7% | 3.3% | 8.6%[59 µM]
- CCCC(=O)NC(c1ccco1)c1cc([N+](=O)[O-])c2cccnc2c1O (centres undefined)
  0.4% | -19.5%[11.4 µM] | 7.94µM* | 12.1% | -11.7 | 1.4% | -2.5% | 54.0%[activator] | 28.2µM*
- O=C(OCC(=O)N1CCOCC1)c1c(Cl)ccc(Cl)c1Cl
  -7.1% | -2.7% | 1.5% | -12.3% | -0.2 | 0.4% | 1.6% | 27.4% | 4.9%
- COCCCNC(=O)Cn1ccc(N)nc1=O
  i | 0.0% | -15.4% | -4.7% | -4.0 | -4.6% | -0.8% | 64.6%[activator] | -7.6%[2.33 µM]
- Cc1c(Cl)cccc1NC(=O)Nc1ccc(C(=O)N2CCCC2)cc1
  -3.3% | -16.0% | 2.1% | -13.5% | -0.7 | 2.8% | 5.8% | 10.4% | 16.8%[59 µM]
- O=C(CSc1nnnn1Cc1ccccc1)Nc1ccc2c(c1)OCCO2
  -6.6% | -26.9% | -5.1% | -0.8% | -0.6 | 11.4% | 1.5% | 24.2% | ?
- Cc1cccn2c(=O)c(/C=C3\SC(=S)NC3=O)c(NCCCN3CCOCC3)nc12
  4.0% | -16.1% | -37.3% | -5.8% | 5.6 | -5.9% | ? | 19.8% | 12.6µM*
- CN(c1ccccc1)S(=O)(=O)c1cc(C(=O)Nc2nc3ccccc3[nH]2)ccc1Cl
  i | -21.1% | -1.1% | -7.9% | -4.1 | -0.4% | 13.8% | -18.7% | 12.8%[59 µM]
- O=C(OCC(=O)N1CCN(c2ccccc2)CC1)c1ccccc1NCCO
  0.0% | ? | 2.5% | -19.7% | -3.2 | -1.1% | -7.9% | 18.9% | 5.6%[0.501 µM]
- CC(=O)N1NC(=Nc2ccccc2)SC1(C)C
  8.2% | 2.9% | 5.7% | 4.8% | -5.8 | -14.2% | -1.5% | 23.7% | 15.0%
- COc1ccc(NC(=O)c2nc[nH]c2C(=O)N[C@@H](C)C(=O)OC(C)(C)C)cc1
  1.0% | -25.0% | -17.1% | -15.1% | 0.4 | -0.6% | -14.4% | 39.6%[activator] | -29.6%[12.7 µM]
- CC(C)CCSc1nnc(N)s1
  -3.1% | 8.3% | -32.4% | -10.4% | 1.5 | -3.4% | -1.8% | 35.2%[activator] | -26.7%
- O=C(O)C(Cc1ccc(O)c([N+](=O)[O-])c1)N1C(=O)c2ccccc2C1=O (centres undefined)
  -6.3% | -10.4% | . | -7.5% | 4.2 | 7.5% | -3.0% | 13.2% | .
- COc1cc(C(=O)NCC(=O)n2nc(C)cc2C)cc(OC)c1OC
  -2.6% | 0.0% | 7.2% | -17.5% | -3.5 | 0.7% | -0.9% | 26.2% | 18.1%[59 µM]
- COc1cc(/C=C/[N+](=O)[O-])ccc1OCc1cccc(C(=O)O)c1
  ? | -30.8% | 28.2µM* | 31.6µM* | -51.0* | 17.9% | 28.2µM* | 7.4% | 14.1µM*
- CC1(C)Oc2ccc(C(=O)N3CCc4ccccc43)cc2N(CC(=O)N2CCCC2)C1=O
  -1.0% | -6.3% | -3.8% | 7.1% | 1.6 | 2.7% | -1.6% | 31.6%[activator] | -1.2%

Among those listed so far, eight have four or more nitrogen atoms.
Every second line gives: PGK inhibitor | JMJD2A Tudor | BAZ2B inh | Pol eta inh | PI4K2A inh | GLS inh | Pin1 inh | HP1b binding inh | G9a inh
- CC1CCCCN1CCCNc1ccc(C(CC(N)=O)NC(=O)Cc2ccc(Cl)cc2)cc1[N+](=O)[O-] (centres undefined)
  2.9% | -12.6% | -31.5% | -13.0% | 4.3 | 1.6% | -7.2% | 25.7% | ?
- COc1ccc(NC(=O)CSc2nc3[nH]ncc3c(=O)n2-c2ccccc2OC)cc1OC
  1.0% | -22.3% | -31.3% | -12.2% | 1.2 | -6.3% | 2.7% | 20.8% | ?
- Cn1c2ccccc2c2nnc(SCC(=O)Nc3ccccc3F)nc21
  i | -8.1% | 6.9% | -13.4% | 0.0 | 1.1% | 2.6% | 37.0% | -3.3%[0.501 µM]
- COCCCNC(=O)Cn1ccc(N)nc1=O
  i | 0.0% | -15.4% | -4.7% | -4.0 | -4.6% | -0.8% | 64.6%[activator] | -7.6%[2.33 µM]
- O=C(CSc1nnnn1Cc1ccccc1)Nc1ccc2c(c1)OCCO2
  -6.6% | -26.9% | -5.1% | -0.8% | -0.6 | 11.4% | 1.5% | 24.2% | ?
- Cc1cccn2c(=O)c(/C=C3\SC(=S)NC3=O)c(NCCCN3CCOCC3)nc12
  4.0% | -16.1% | -37.3% | -5.8% | 5.6 | -5.9% | ? | 19.8% | 12.6µM*
- CN(c1ccccc1)S(=O)(=O)c1cc(C(=O)Nc2nc3ccccc3[nH]2)ccc1Cl
  i | -21.1% | -1.1% | -7.9% | -4.1 | -0.4% | 13.8% | -18.7% | 12.8%[59 µM]
- COc1ccc(NC(=O)c2nc[nH]c2C(=O)N[C@@H](C)C(=O)OC(C)(C)C)cc1
  1.0% | -25.0% | -17.1% | -15.1% | 0.4 | -0.6% | -14.4% | 39.6%[activator] | -29.6%[12.7 µM]
